Source: PubChem BioAssay (Sanford-Burnham Center for Chemical Genomics)
EBI2 antag – blocks human EBI2 receptor beta-arrestin signaling; P32249; EBI2 beta-arrestin recruitment, luminescence, 7a,25-OHC stimulated; inhibition, % at 5 µM; hit rate 0.81% among 360,000; AID 651636; in the data active means inhibition above about 38%;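 further: enzyme fragment complementation signal reports receptor beta-arrestin coupling in cells; 0% = agonist plus DMSO wells and 100% = wells without agonist; some results beyond the cut were filed as inactive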
CCR6 antag – blocks CCL20-driven beta-arrestin recruitment at human CCR6; inhibition, % at 20 µM; P51684; AID 493098; CHO-K1 CCR6 PathHunter beta-arrestin, luminescence, CCL20-stimulated; hit rate 0.49% among 340,000;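 active means compounds whose inhibition of the agonist-driven luminescence signal at 20 µM reaches about 50%, limit read from the data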;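 further: cells stimulated with CCL20 at 14 nM final; plate controls were DMSO with CCL20 for no effect and DMSO without agonist for full effect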
XBP1 UPR activ – adaptive UPR (XBP1) activation | CHO-XBP1 luciferase reporter, IRE1-XBP1 UPR activation, luminescence; percent of tunicamycin response, DMSO as zero | activation, % at 20 µM | AID 463104 | hit rate 0.33% among 330,000;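 active means versus positive control, 20 µM dose yields 30% or more activation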;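 further: 100% = tunicamycin at 10 µg/mL and 0% = DMSO only wells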
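Signal: luciferase luminescence; Assay system: CHO-XBP1 luciferase reporter cells; Amount: one thousand reporter cells per well; Dosing: 20 µM single concentration, DMSO 1%; Benchmarks: high control tunicamycin 10 µg/mL final, low control DMSO vehicle only; Schedule: 6 h compound exposure at 37 °C, 5% CO2; Evaluation: percent activation relative to tunicamycin reference.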
APJ antag – antagonists of human APJ apelin receptor | P35414 | CHO-K1 APJ beta-arrestin complementation, luminescence | inhibition, % at 20 µM | hit rate 0.32% among 330,000;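 active means inhibition above about 40% at 20 µM, limit read from the data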;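 further: cells challenged with 10 nM apelin-13 agonist together with compound; plate controls were apelin-13 plus DMSO wells for no effect and DMSO wells lacking apelin-13 for full effect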
CXCR6 inh – inhibitors of human CXCR6 receptor | CHO-K1 PathHunter CXCR6 beta-arrestin, luminescence | inhibition, % at 20 µM | hit rate 0.36% among 360,000 | AID 602244; in the data active means inhibition above about 34%, passing the limit was not always enough;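 further: antagonist mode with CXCL16 agonist at 10 nM final; 0% = 10 nM CXCL16 with DMSO and 100% = unstimulated wells without agonist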
tim23-1 inh – inhibits growth of tim23-1 mutant yeast; hit rate 1.3% among 330,000; S. cerevisiae tim23-1 growth, BacTiter-Glo luminescence, 24 h; inhibition, % at 20 µM; AID 463212;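 active means growth inhibition of the mutant yeast at or above 50%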;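 further: temperature-sensitive mutant grown at 25 °C; plate controls were DMSO-treated mutant yeast for no effect and medium wells lacking yeast for full effect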
Mdm2 MdmX PPI – human Mdm2/MdmX binding inhibition; SaOS-2 split-luciferase Mdm2/MdmX complementation, luminescence; AID 485346; inhibition, % at 8 µM; hit rate 3% among 330,000; O15151+Q00987;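 active means inhibition of at least 50% at 8 µM in the primary screen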
Target sequence (O15151 whole entry, looked up): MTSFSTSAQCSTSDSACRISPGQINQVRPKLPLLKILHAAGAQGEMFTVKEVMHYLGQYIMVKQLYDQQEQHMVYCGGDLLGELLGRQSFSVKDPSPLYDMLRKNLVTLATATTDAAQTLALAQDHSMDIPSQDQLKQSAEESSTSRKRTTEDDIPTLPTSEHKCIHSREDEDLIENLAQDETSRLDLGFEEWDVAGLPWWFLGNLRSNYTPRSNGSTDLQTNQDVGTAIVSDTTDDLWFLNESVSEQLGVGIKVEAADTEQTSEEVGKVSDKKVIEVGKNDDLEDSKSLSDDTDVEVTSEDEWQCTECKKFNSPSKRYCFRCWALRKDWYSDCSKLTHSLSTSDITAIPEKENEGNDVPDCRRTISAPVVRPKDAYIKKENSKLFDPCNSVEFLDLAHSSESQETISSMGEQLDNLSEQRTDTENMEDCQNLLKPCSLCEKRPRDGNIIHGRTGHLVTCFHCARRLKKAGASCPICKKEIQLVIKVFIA
Target sequence (Q00987 whole entry, looked up): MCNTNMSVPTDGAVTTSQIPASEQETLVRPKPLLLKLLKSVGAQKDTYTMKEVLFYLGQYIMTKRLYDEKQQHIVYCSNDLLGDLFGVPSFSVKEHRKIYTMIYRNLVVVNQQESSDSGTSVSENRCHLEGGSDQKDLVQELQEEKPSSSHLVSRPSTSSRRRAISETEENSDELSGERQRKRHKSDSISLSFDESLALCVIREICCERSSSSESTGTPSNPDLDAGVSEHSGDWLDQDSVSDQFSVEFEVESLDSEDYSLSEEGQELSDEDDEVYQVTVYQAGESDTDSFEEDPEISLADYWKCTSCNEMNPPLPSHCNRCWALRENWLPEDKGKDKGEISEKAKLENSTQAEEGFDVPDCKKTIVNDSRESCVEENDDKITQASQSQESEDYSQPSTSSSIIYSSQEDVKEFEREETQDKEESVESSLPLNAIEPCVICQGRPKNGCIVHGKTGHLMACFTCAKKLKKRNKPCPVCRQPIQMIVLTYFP
CHOP UPR activ – apoptotic UPR (CHOP) activation. CHO-CHOP luciferase reporter, luminescence; percent of tunicamycin response over DMSO baseline. activation, % at 10 µM. hit rate 0.34% among 330,000. AID 449763;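 active means at 10 µM dose, activation of 40% or more, normalized to positive control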;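 further: 100% = tunicamycin at 10 µg/mL and 0% = DMSO alone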
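Assay system: CHO-CHOP cells, stable luciferase reporter of PERK-eIF2a-CHOP signalling / Buffer or medium: F12 plus 10% serum / Compound dosing: one dose, 10 µM in 0.5% DMSO / Times: 6 h compound treatment, 37 °C / Technique: luciferase luminescence / Read-out: % reporter activation, DMSO baseline versus tunicamycin full activation / Benchmarks: tunicamycin and DMSO controls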
APJ agonist – agonists of human APJ apelin receptor; P35414; CHO-K1 APJ PathHunter beta-arrestin, luminescence; 0% DMSO wells, 100% apelin; activation, % at 20 µM; hit rate 0.11% among 330,000; AID 2520;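 active means activation more than six SD over the plate average, tested at 20 µM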;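 further: 0% = DMSO alone and 100% = apelin-13 at 10 nM; some results filed as inactive read as strong as hits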
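system = engineered CHO-K1 APJ arrestin reporter cells | input = 1000 cells per well | timing = overnight seeding, 90 min compound at 25 °C, 1 h detection | measured by = enzyme-fragment complementation luminescence | read-out = beta-arrestin recruitment to APJ as agonist activity, luminescent signal | control set = negative DMSO alone, positive Apelin-13 at 10 nM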
Starred values were filed as active, the others as inactive; / = not tested or not shown. Only part of the results is shown; the hit share may differ from the screen's.

SMILES	EBI2 antag	CCR6 antag	XBP1 UPR activ	APJ antag	CXCR6 inh	tim23-1 inh	Mdm2 MdmX PPI	CHOP UPR activ	APJ agonist
Cc1cc(C)c(C)c(S(=O)(=O)N2CCSCC2)c1C	4	9	-1	-2	6	10	7	-0.7	-4
COc1cc2c(cc1OC)C(c1cc(OC)c(OC)cc1[N+](=O)[O-])N(C(C)=O)CC2 (stereo unspecified)	-3	4	1	-38	-3	0	-1	-0.8	4
O=C(c1cccs1)N1CCN(c2cc(Cl)ccc2Cl)CC1	-23	8	1	14	-4	50	42	0.3	-2
C=CCOC(=O)C1=C(C)N=C2SCCC(=O)N2C1c1cccs1 (stereo unspecified)	6	-1	-2	9	4	17	8	0.4	0
O=c1oc2ccccc2cc1-c1ccc(O)cc1O	0	10	-1	-14	0	25	-14	4.4	-2
CCC(Oc1cc(Cl)ccc1Cl)C(=O)NNC(=O)CCC(=O)O (stereo unspecified)	-4	2	-3	-9	3	-1	-13	-1.0	-3
O=C(Nc1ccc(Br)cc1)C1C2C=CC3(O2)C1C(=O)N(CCN1CCOCC1)C3C(=O)NC1CCCCC1 (stereo unspecified)	5	-5	-5	17	-2	7	14	1.8	-2
COCCNC(=S)N/N=C(\C)c1cccc(C(F)(F)F)c1	2	7	-4	16	9	26	1	-1.3	-1
CCOc1ccc2nc(N(CCCN(C)C)C(=O)c3ccc4c(c3)CCCC4)sc2c1	2	25	-5	-10	-5	23	46	0.5	-10
COC(=O)CCC(=O)OC1(C)C(=O)C2=CN(Cc3ccco3)C(c3ccc(OC)cc3)=CC2=C(Br)C1=O (stereo unspecified)	/	/	3	-35	/	16	-2	1.2	3
CCOc1ccc(Oc2cc(C)nc(SC)n2)nn1	-7	1	0	1	-11	12	31	-0.4	-1
CCCc1cc2c(=O)c(-c3cscn3)c(C(=O)OCC)oc2cc1O	-7	10	-2	8	6	39	-8	2.1	-2
CN(C)S(=O)(=O)c1cccc(COc2ccccc2C(=O)Nc2ccccc2)c1	11	14	-1	1	6	37	29	2.0	-2
O=C(NC1CCSc2ccccc21)c1ccc(Cl)c(S(=O)(=O)N2CCOCC2)c1 (stereo unspecified)	8	12	-3	0	-5	9	9	1.1	7
O=C(/N=C1/c2ccccc2CN1c1ccccc1)Nc1ccccc1	-1	-1	1	-14	-4	49	-12	0.5	-4
C=CCNc1oc(/C=C/c2ccccc2)nc1C#N	29	8	4	-6	3	33	-137	3.2	-2
O=C(NCc1ccco1)C1CCC(N2C(=O)C3C4CCC(C4)C3C2=O)CC1 (stereo unspecified)	2	7	-1	-4	3	6	-1	1.6	-4
COc1ccc(C(=O)Cn2nc(CNc3ccc(Br)cc3)[n+]3c2CCCCC3)cc1	1	2	-2	11	8	17	26	-2.7	-2
C[C@H](CO)N1C[C@H](C)[C@@H](CN(C)S(=O)(=O)c2ccc(F)cc2)Oc2ccc(NC(=O)CCC(F)(F)F)cc2C1=O	-5	-4	-2	-5	-2	-6	-5	-1.0	-1
Cc1ccc(-c2nc3ncccc3o2)cc1NC(=O)C(C)(C)C	-9	8	-1	0	1	-9	-1	1.9	-1

Of the compounds above, 2 contain a thiophene ring, fused or not:
SMILES	EBI2 antag	CCR6 antag	XBP1 UPR activ	APJ antag	CXCR6 inh	tim23-1 inh	Mdm2 MdmX PPI	CHOP UPR activ	APJ agonist
O=C(c1cccs1)N1CCN(c2cc(Cl)ccc2Cl)CC1	-23	8	1	14	-4	50	42	0.3	-2
C=CCOC(=O)C1=C(C)N=C2SCCC(=O)N2C1c1cccs1 (stereo unspecified)	6	-1	-2	9	4	17	8	0.4	0

(continued)
SMILES	EBI2 antag	CCR6 antag	XBP1 UPR activ	APJ antag	CXCR6 inh	tim23-1 inh	Mdm2 MdmX PPI	CHOP UPR activ	APJ agonist
COc1ccccc1C(O)P(=O)(OC1CCCCC1)OC1CCCCC1 (stereo unspecified)	6	10	-2	20	-2	38	16	0.1	-4
COC(=O)c1c(NC(=O)C2CC2)sc(C(=O)Nc2ccccc2)c1C	3	-5	-1	-28	-2	-19	10	1.5	0
O=C(NCc1ccco1)c1cc(-c2ccc(F)cc2)on1	5	0	3	8	2	-14	-36	5.3	-4
CC(C)OC(=O)/C(=C/c1cccnc1)NC(=O)c1ccccc1	-6	-2	-2	-14	-6	6	-15	1.3	-8
CCS(=O)(=O)n1nc(-c2ccccc2)nc1SCc1ccccc1	3	-4	3	-5	-8	1	-58	2.0	0
Cc1cc(N2CCOCC2)c2c(N)cc(C)c(C)c2n1	-3	10	-2	19	-2	6	15	-0.7	1
O=C(Nn1cnnc1)c1ccc(Cl)c(Cl)c1	-10	-4	-2	15	4	-1	13	3.7	-4
COc1cc(NC(=O)c2ccco2)ccc1NC(=O)c1ccccc1Cl	-8	2	4	16	-2	41	41	0.2	-1
NC(=O)c1csc(-c2ccncc2)n1	-7	14	4	-17	0	8	4	-1.7	-1
CCCOC(=O)c1ccc(NC(=O)c2ccc(Br)o2)cc1	10	15	4	15	-6	26	-4	1.3	-1
CCOc1ccc(S(=O)(=O)N2CCOCC2)c2ccccc12	-2	-6	0	3	2	13	26	3.7	-1
COc1ccc2nc(NC(=O)CN3C(=O)NC4(CCCCC4)C3=O)sc2c1	5	7	-2	0	-4	-1	14	-0.4	-3
Cc1ccc(C)c(S(=O)(=O)Nc2ccc3sc(C)nc3c2)c1	-8	-10	-2	-4	-3	-28	13	0.1	3
CCC(C)[C@H]1CN=C(N)N1CC1CCCCC1 (stereo partly specified)	/	18	-2	1	/	-12	6	-0.8	-5
Cc1ccc(S(=O)(=O)N2CCCN(C(=O)OC(C)(C)C)CC2)cc1	-5	-5	-2	2	5	10	10	1.4	2
CCOc1ccccc1CNn1nnnc1N	-4	-7	-2	-2	9	3	20	-2.0	-2
CC1(C)Cc2c(C#N)c(NC3CCCCC3)nc(-c3ccco3)c2CO1	10	/	0	-3	5	13	-2	1.4	-3
Cc1ccc(NC(=O)CSc2nnc(C3CC3)n2CC2CCCO2)cc1C (stereo unspecified)	0	-8	-5	-4	4	3	8	2.2	1
CC(c1ccccc1)N1C(=O)c2ccc(C(=O)Nc3ccccc3C(=O)O)cc2C1=O (stereo unspecified)	-42	-6	-1	-42	-1	18	16	5.7	6
COc1cc(C)c(CN2CCN(S(=O)(=O)c3ccc(Cl)s3)CC2)cc1OC	-1	20	-4	14	14	30	2	-2.7	-4
CC(CNC(=O)CN1C(=O)NC2(CCCCC2)C1=O)c1ccccc1 (stereo unspecified)	2	-4	0	-6	-1	-8	6	1.3	-4
Cc1c(N2C(=O)CS/C2=N\N=C\c2ccccc2O)c(=O)n(-c2ccccc2)n1C	-6	-7	0	7	13	0	12	1.1	-4
COc1ccc(-c2ccc(OC)cc2)cc1	-2	-1	4	11	4	5	-9	6.6	-3
O=C(CCN1CCOCC1)Nc1cc(C(=O)Nc2ccc(Cl)cc2)ccc1N1CC2CC(C1)c1cccc(=O)n1C2 (stereo unspecified)	9	7	-4	7	1	4	35	1.1	-2
COc1cccc2cc(C(=O)C3=C(O)C(=O)N(CCN4CCOCC4)C3c3ccc(C)o3)oc12 (stereo unspecified)	6	19	-2	14	25	-1	15	0.1	-13
OCCNc1nnc(-c2ccccc2)c(-c2ccccc2)n1	-1	-6	-2	8	-1	-3	19	-1.3	1
CN(C)S(=O)(=O)c1cccc(NC(=O)CC23CC4CC(CC(C4)C2)C3)c1	12	7	-6	3	-2	19	21	-0.8	-2
O=C(NCCN1CCOCC1)c1cc2ccccc2o1	-4	1	2	10	0	-5	8	2.9	-5
Cc1nn(-c2cccc(C(=O)O)c2)c(C)c1Oc1ccccc1O	-3	8	-3	-2	5	8	9	-0.2	-2
Cc1ccc(NC(=O)/C(=C/c2ccc([N+](=O)[O-])cc2)NC(=O)c2ccccc2)cc1	-4	14	1	-20	11	-4	17	1.4	0
CCOc1cccc(-c2nnc3n2N=C(c2cc(OC)ccc2OC)CS3)c1	20	-4	11	4	17	29	38	1.1	-8
Cc1cccc(CN2CCN(C(=S)Nc3ccccc3)CC2)c1	0	3	-4	0	-1	20	-12	-0.7	-3
Cc1ccc2cc(C(c3nnnn3Cc3ccccc3)N3CCc4ccccc43)c(=O)[nH]c2c1 (stereo unspecified)	12	0	-3	-42	1	25	11	-2.1	0
CCn1ccnc1CN1CCC(CO)(CCOc2ccccc2)CC1	21	6	-1	8	11	5	-24	-0.7	-1
CC1CC(C)CN(C(=O)c2ccc(S(=O)(=O)N3CCCCC3)cc2)C1 (stereo unspecified)	1	13	-2	15	-1	21	12	4.0	-2
CCOC(=O)Cc1csc(NC(=O)CCCCCN2C(=O)c3cccc4cccc(c34)C2=O)n1	14	-3	0	1	2	6	32	3.0	0
O=C(Nc1cccc(Cl)c1)OC1CCCCc2cccnc21 (stereo unspecified)	3	-1	-4	8	6	48	17	0.5	-6
CC(=O)c1c(C)[nH]c(C(=O)NCc2ccccn2)c1C	-1	-7	0	6	2	9	-11	1.7	5
COc1ccc(C(=O)Nc2ccc(Br)cc2F)cc1S(=O)(=O)N1CCCC1	-3	10	0	18	-5	25	19	-0.4	12
COCCCNCCOc1ccccc1-c1ccccc1	-5	4	-2	-4	6	1	-8	0.8	-6
O=C(Nc1ccc(CN2CCCCC2)cc1)c1ccc2c(c1)OCO2	3	6	-2	7	11	-1	21	0.6	-4
Cc1nnc(NC(=O)CSc2nnc(CNC(=O)C34CC5CC(CC(C5)C3)C4)n2C2CCCCC2)s1	-3	2	-2	-12	1	-4	8	1.1	-1
Cc1cccc(N2CCN(c3nnc(C(F)(F)F)s3)CC2)c1	4	12	-3	12	6	6	10	0.8	0
Cc1cccc(C)c1NC(=O)CN(C)C(=O)c1cccc(S(=O)(=O)N2CCN(C)CC2)c1	0	-10	-2	4	-2	8	15	0.4	4
O=C(c1ccco1)N1CCN(C(c2ccc(Cl)cc2)c2nnnn2Cc2ccccc2)CC1 (stereo unspecified)	13	-18	-3	3	-1	10	4	0.1	-1
CC[C@H](C)[C@@H](NC(=O)O[C@@H]1C(=O)c2cc(OC)ccc2O[C@H]1c1ccc(OC)c(Br)c1)C(=O)OC	37	9	-1	3	1	20	25	-1.4	9
CCn1cc(CNC(=O)c2cc([N+](=O)[O-])c(C)c([N+](=O)[O-])c2)cn1	-13	7	1	-13	-6	1	-3	3.1	1
Cc1cccc(C(=O)N2CCc3ccccc3C2)c1[N+](=O)[O-]	-2	9	0	-35	2	15	-5	-0.1	0
COc1ccc(S(=O)(=O)N2CCOCC2)cc1NC(=O)CSc1cc(C)ccc1C	3	17	1	23	-3	8	10	1.1	-3
O=C(Nc1cc(F)cc(F)c1)c1sc(Cl)nc1-c1ccccc1	-2	11	0	13	-3	13	7	1.5	5
O=C(NCc1ccccc1)C1CCN(c2nc(-c3ccccc3)nc3c2CCC3)CC1	31	13	-5	-6	12	29	18	0.3	-1
